TGFb SMAD3 inh: qHTS for Inhibitors of TGF-b. HepG2 CAGA-GFP TGF-b/SMAD3 reporter, GFP fluorescence, 18 h; TGF-beta stimulated, 500 pg/mL final. actives 1.2% (n = 410,000). AID 588855, 2011. Potency, µM (titrated, usually from 46.1 µM), for the others: at the top dose activity, negative = inhibition, most hits filed as inhibitors; note: % is set by controls: 0 for no effect and ±100 for the full control effect; nearly all actives have a fitted effect of over 65% in size
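Cell-based qHTS in HEPG2 carrying a CAGA-GFP Smad reporter; compounds added before 500 pg/mL final TGF-beta, 18 h incubation at 37 degrees C, GFP fluorescence quantified per cell by imaging cytometry.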
S2 tox: Viability Counterscreen for Primary qHTS for Inhibitors of ATXN expression | S2 cells (HEK-293 line with an ATXN2-luciferase reporter) viability, CellTiter-Fluor protease fluorescence, 24 h | Potency, µM (series often up to 56.7 µM), actives largely listed as cytotoxic | actives 0.49% (n = 400,000) | AID 651635, 2014; note: nearly all actives have a fitted effect of over 40% in size
Nrf2 ARE act: qHTS of Nrf2 Activators; AREc32 ARE-luciferase reporter (MCF7-derived line), luminescence, 24 h; Potency, µM (highest dose often 46.1 µM), inactives show at the top dose activation, usual class: activators; actives 0.31% (n = 410,000); note: % of control where 0% means no effect; nearly all actives have a fitted effect of over 65% in size
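ARE activation measured as luciferase luminescence (Steady-Glo, 30 min RT) in AREc32_Fluc cells after 24 hr compound exposure at 37 deg C, 5% CO2; cells seeded overnight at 1000/well in OPTI-MEM, 5% FBS.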
HepG2 tox: qHTS for Inhibitors of TGF-b: Cytotox Counterscreen; HepG2 CAGA-GFP viability, ATP luminescence, 18 h; Potency, µM (titrated, usually from 46.1 µM), without a hit: at the top dose activity change, negative = cytotoxicity, hits mostly cytotoxic; actives 0.76% (n = 410,000); note: some results filed as inactive show a strong effect at the top dose
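CellTiter-Glo luminescence gave cytotoxicity after 18 hours at 37 degrees C. The cells were HepG2 CAGA-GFP in 1% FBS DMEM, stimulated with 500 pg/mL TGF-beta after compound addition. %Activity was normalised to no-cell wells (complete cell-killing) and DMSO (no toxicity), and curves were fitted and classified.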
EPAC2 antagonist: qHTS for Antagonist of cAMP-regulated guanine nucleotide exchange factor 2 (EPAC2): primary screen. actives 0.18% (n = 360,000). AID 720708, 2013. EPAC2 GEF exchange of Rap1B-BODIPY-GDP, fluorescence. Potency, µM (series often up to 114 µM), for the others: at the highest dose activity, negative = inhibition, usual class: inhibitors. Rap guanine nucleotide exchange factor 4 (Homo sapiens), Q8WZA2; note: % is set by controls: 0 for no effect and ±100 for the full control effect; nearly all actives have a fitted effect of over 45% in size; many of its hits are not listed in these tables
Target sequence (Q8WZA2 whole entry, looked up): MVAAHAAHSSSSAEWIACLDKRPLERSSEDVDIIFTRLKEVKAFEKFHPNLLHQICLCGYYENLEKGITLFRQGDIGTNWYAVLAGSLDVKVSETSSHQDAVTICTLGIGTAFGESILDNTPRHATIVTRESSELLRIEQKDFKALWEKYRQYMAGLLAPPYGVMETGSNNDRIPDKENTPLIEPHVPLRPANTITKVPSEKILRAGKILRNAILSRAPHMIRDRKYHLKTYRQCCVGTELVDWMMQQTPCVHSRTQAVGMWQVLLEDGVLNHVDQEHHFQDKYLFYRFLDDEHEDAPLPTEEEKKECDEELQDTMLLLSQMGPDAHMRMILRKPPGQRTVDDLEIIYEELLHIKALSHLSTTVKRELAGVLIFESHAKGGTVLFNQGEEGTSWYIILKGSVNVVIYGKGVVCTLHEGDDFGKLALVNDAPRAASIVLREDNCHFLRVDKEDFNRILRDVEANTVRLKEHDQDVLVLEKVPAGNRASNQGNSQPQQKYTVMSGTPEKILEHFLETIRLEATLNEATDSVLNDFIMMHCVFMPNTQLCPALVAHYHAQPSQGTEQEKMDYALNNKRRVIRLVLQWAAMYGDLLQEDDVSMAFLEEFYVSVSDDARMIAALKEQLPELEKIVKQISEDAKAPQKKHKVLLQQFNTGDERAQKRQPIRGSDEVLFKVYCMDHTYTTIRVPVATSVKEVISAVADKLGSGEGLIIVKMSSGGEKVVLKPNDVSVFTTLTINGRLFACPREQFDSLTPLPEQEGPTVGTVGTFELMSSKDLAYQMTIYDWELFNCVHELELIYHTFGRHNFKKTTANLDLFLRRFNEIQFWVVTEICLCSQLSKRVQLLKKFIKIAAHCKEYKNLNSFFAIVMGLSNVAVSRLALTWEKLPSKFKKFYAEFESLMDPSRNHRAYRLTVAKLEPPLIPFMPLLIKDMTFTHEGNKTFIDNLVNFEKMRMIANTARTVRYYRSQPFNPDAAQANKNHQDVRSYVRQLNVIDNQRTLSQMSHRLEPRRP
A549 viability: Nrf2 qHTS screen for inhibitors: counterscreen for cytotoxicity; actives 0.16% (n = 390,000); A549 ARE-Fluc cells, CellTiter-Fluor viability, 18-24 h; Potency, µM (doses to about 46 µM), inactives show at the top dose activity change, negative = cytotoxicity, usual class: inhibitors; AID 504648, 2011; note: % is set by controls: 0 for no effect and ±100 for the full control effect
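A549 ARE_Fluc cells in 5% FBS OPTI-MEM were exposed to compounds in concentration-response for 18-24 h at 37 deg C. Viability was read by CellTiter-Fluor fluorescence (Ex 405/Em 525) after 30 min, before the luciferase read.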
ATXN2 expr inh: Primary qHTS for Inhibitors of ATXN expression; Potency, µM (series often up to 57 µM), for the others: at the highest dose activity change, negative = inhibition, most hits filed as inhibitors; AID 1745845, 2022; actives 0.72% (n = 360,000); HEK-293 ATXN2-luciferase reporter, luminescence, 24 h; note: % is set by controls: 0 for no effect and ±100 for the full control effect; nearly all actives have a fitted effect of over 55% in size
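qHTS (up to 57 uM final) was run with 24 h compound exposure of reporter cells at 37 °C. Each well was multiplexed: SteadyGlo luminescence measured ATXN2-luciferase expression after a fluorogenic Gly-Phe-AFC viability readout (25 uM final).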
MCF10A rerep: A quantitative high throughput screen for small molecules that induce DNA re-replication in MCF 10a normal breast cells; Potency, µM (doses to about 46.1 µM), for inactives: at the top dose activity, positive = re-replication, usual class: activators; MCF 10A DNA re-replication, Hoechst nuclear intensity, 48 h; actives 2.9% (n = 350,000); note: % of control where 0% means no effect; nearly all actives have a fitted effect of over 50% in size
Nrf2 inh: Nrf2 qHTS screen for inhibitors | A549 ARE-Fluc reporter, luciferase luminescence, 18-24 h | Potency, µM (series often up to 46 µM), without a hit: at the top dose activity change, negative = inhibition, hits mostly inhibitors | actives 2.1% (n = 360,000) | AID 504444, 2011; note: % is set by controls: 0 for no effect and ±100 for the full control effect; nearly all actives have a fitted effect of over 60% in size
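Nrf2 activity is the BugLite luminescence, read 15 min after reagent at room temperature, following CellTiter-Fluor cytotoxicity readout (30 min, 37C). Compound titrations were applied for 18-24 h to 5000 A549 ARE_Fluc cells/well in 5% FBS OPTI-MEM.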
Starred values were filed as active, the others as inactive; i = inactive; ? = inconclusive; . = not tested or not shown; [ ] = another dose, or the depositor's remark. Calls come from the whole dose curve; as a rule, active = well fitted curve in the direction sought with a large enough effect; inconclusive = small, poorly fitted or top-dose-only effect, or another doubt; inactive = no such curve, though single readings can be large; an effect the other way counts as inactive or inconclusive. Potency is the fitted concentration of half-maximal effect. Not all compounds are listed. The share of hits here may be higher or lower than overall.

The line under a structure holds: TGFb SMAD3 inh, S2 tox, Nrf2 ARE act, HepG2 tox, EPAC2 antagonist, A549 viability, ATXN2 expr inh, MCF10A rerep, Nrf2 inh
1: Cc1cc(C)nc(NC2=NCC(=O)N2c2cccc(Cl)c2)n1
→ ?, i, 0.2%, 5%, 3%, 2%, -4%, 16%, -1%
2: COc1ccc(OC)c(CCNC(=O)c2ccc(CS(=O)Cc3ccc(Cl)cc3)o2)c1 (stereo not drawn)
→ 9%, i, 0.0%, 6%, 1%, 9%, -1%, 2%, -3%
3: COc1cc(OC)c(OC)cc1/C=N/NC(=O)c1ccc(CSc2nc(C)cc(C)n2)cc1
→ 8%, i, -0.9%, -1%, 4%, -4%, 3%, ?, 3%
4: COC(=O)CCCn1c(-c2ccc(C)cc2)c(C)n2c3c(=O)n(C)c(=O)n(C)c3nc12
→ 1%, i, -1.0%, -1%, ., -10%, 5%, ., -27%
5: Cc1noc(C)c1S(=O)(=O)Nc1ccc2c(c1)CC(=O)N([C@H](C)CO)C[C@H](C)[C@@H](CN(C)CC1CC1)O2
→ 9%, i, 0.2%, -4%, 11%, 7%, 1%, 12%, -11%
6: CCc1nc2c(OCC(=O)C(C)(C)C)cccn2c1N(C)C(=O)c1ccc(C)cc1
→ -8%, i, 0.0%[9.22 µM], -6%, 11%, ., 5%, ., .
7: CN=C1C([N+](=O)[O-])=CC=C2C1=NC1(CCCCC1)N2O
→ -3%, i, -0.6%, 2%, 11%, -1%, -5%, -2%, 8%
8: Cc1ccc(CCNC(=O)C2CCCN(S(=O)(=O)c3c(C)nn(C)c3C)C2)cc1 (stereo not drawn)
→ 9%, i, 0.2%, 13%, 1%, 2%, 0%, -2%, -10%
9: Cc1nn(C)c(Cl)c1CN1CCC(Oc2ccc(C(=O)N3CCCC3)cc2)CC1
→ ?, ?, 0.0%, -8%, 15%, -17%, -2%, 1%, ?
10: CCOc1cc(C2C3=C(CCCC3=O)Nc3ccc4ncccc4c32)ccc1O (stereo not drawn)
→ 17%, ?, 3.5%, 39%, -6%, -9%, 0%, ?, -14%
11: Cc1cc(C)cc(NC(=O)C2CCCN2S(=O)(=O)c2cccc3nsnc23)c1 (stereo not drawn)
→ 9%, ?, 1.0%, 6%, ., -11%, -12%, ., -9%
12: CC(C)=CCN1CCN(Cc2nc(-c3ccc(F)cc3)cs2)CC1CCO (stereo not drawn)
→ -6%, i, -0.6%, -19%, -1%, -1%, -20%, ?, 15%
13: Cc1ccc2cc(C#N)c(N3CCN(C)CC3)nc2c1
→ -16%, i, 3.8%, -2%, -5%, -2%, -9%, 3%, 3%
14: O=C(NNC(=O)c1cc(Br)c(Br)s1)c1ccncc1
→ -2%, i, 0.8%, 4%, 15%, -3%, 3%, 2%, -16%
15: CCCCC12CN3CC(C)(CN(C1)C3c1c[nH]c3ccccc13)C2=O (stereo not drawn)
→ -26%, i, 3.6%, 4%, ., -4%, 9%, ., 0%
16: COc1ccc(C2CCc3cc4c(cc3C2=NOC(C)=O)OCO4)cc1OC (stereo not drawn)
→ -8%, i, 6.5%, -5%, ?, ., ., ., .
17: O=c1oc(CCO)cc2ccc(C#Cc3ccsc3)cc12
→ 25%, i, 2.5µM*, -31%, -28%, -3%, 32%[activator], 25%, 1%
18: Cc1ccccc1CNC(=O)/C=C\C(=O)O
→ 10%, i, -0.5%, -1%, 3%, -7%, 6%, -4%, -7%
19: CCn1cc(C(=O)NCCc2ccc(OC)c(OC)c2)c(=O)c2cc(S(=O)(=O)N3CCc4ccccc4C3)ccc21
→ ?, i, 0.7%, -18%, ., -11%, -9%, ., ?
20: Cc1ccnc(NC2OC(=O)c3ccccc32)c1 (stereo not drawn)
→ -2%, i, 0.1%, 6%, 6%, 2%, 2%, -8%, 7%
21: C[C@@H]1CN([C@@H](C)CO)C(=O)CCCn2cc(nn2)CO[C@H]1CN(C)C(=O)c1ccc2ccn(C)c2c1
→ 15%, i, 0.4%, 7%, 5%, ., 12%, ., .
22: Cn1ccnc1C1CCCCN1C(=O)c1cc(COc2ccc(F)cc2Cl)on1 (stereo not drawn)
→ -16%, i, 2.8%, -11%, -5%, 8%, -7%, -7%, 15%
23: Nc1ncnc2c1ncn2[C@@H]1O[C@H](C(=O)N2CCSC2)[C@@H](O)[C@H]1O
→ 6%, i, 0.2%, -4%, 12%, ., 2%, ., .
24: CCn1cc(/C=N\NC(=O)c2ccc(F)cc2)cn1
→ 19%, i, 0.3%, 3%, 3%, -5%, 1%, 2%, 18%
25: CC(=O)c1c(C)nn(-c2ccccc2)c1C
→ -5%, i, 0.4%, -8%, 0%, -2%, -8%, -16%, 1%
26: O=C(CN1C(=O)C2CC=CCC2C1=O)NCC1COc2ccccc2O1 (stereo not drawn)
→ -4%, i, 0.2%, 2%, 5%, -7%, -3%, 4%, 11%
27: Nc1nc(-c2cccnc2)nn1C(=O)c1ccc(F)cc1
→ 5%, i, -0.8%, -8%, 7%, 4%, 4%, 2%, -6%
28: COc1ccc(CCNC(=O)/C=C/c2ccc(S(=O)(=O)N3CCOCC3)cc2)cc1
→ -3%, i, -0.6%, -29%, 3%, 0%, 0%, 8%, ?
29: CCCSc1nc(=S)n(Cc2ccccc2)c(C)c1C(C)=O
→ 2%, i, 9.2%, -1%, 4%, 4%, -37%, 2%, -5%
30: COCCNc1cc(-c2ccccc2)nc2cc(-c3cccc(F)c3)nn12
→ 8%, i, 1.4%[9.22 µM], -15%, -12%, -5%, 4%, ?, 4%
31: O=c1[nH]c(/C(Cl)=C/c2cccc(C(F)(F)F)c2)nc2cc(Cl)ccc12
→ 0%, i, 41%, 4%, 10%, 3%, 3%, 0%, 23%
32: CCOC(=O)CSc1nnc(Cn2c(=O)sc3ccccc32)n1-c1ccccc1C
→ 2%, i, 0.3%, -4%, -6%, 7%, 7%, 4%, 3%
33: CN(C(=O)COC(=O)c1cc(=O)[nH]c2ccccc12)c1ccccc1
→ -7%, i, 2.9%, -12%, -4%, 3%, 12%, -1%, 14%
34: Oc1cc(O)c(CN2CCOCC2)cc1CN1CCOCC1
→ 4%, ?, -0.1%, 10%, 6%, -1%, -2%, 14%, 2%
35: CC(NC(=O)CCC(=O)NC(C)C1COc2ccccc2O1)C1COc2ccccc2O1 (stereo not drawn)
→ -66%, i, 2.8%, -7%, -7%, -5%, -12%, 10%, .
36: O=C(Cn1nnc(-c2ccc(Cl)cc2)n1)NCc1ccc(F)cc1
→ 0%, i, -0.8%, -14%, ., -3%, 7%, ., 3%
37: O=C1CCC2(CCCC2)c2ccccc21
→ -18%, i, 0.3%, 0%, -1%, ., ., ., .
38: Cc1onc(-c2ccccc2)c1C(=O)N/N=C/C=C/c1ccccc1
→ -8%, i, 2.5%, -36%, -4%, -14%, -13%, 12%, ?
39: COc1cc(NC(=O)c2cc3nc(C4CC4)cc(C(F)(F)F)n3n2)c(OC)cc1Cl
→ 4%, i, -0.4%, -14%, -13%, -8%, 0%, 2%, ?
40: CCCn1nc(C(=O)N2CCN(S(=O)(=O)c3ccc(C)c(C)c3)CC2)c2ccccc2c1=O
→ -27%, i, 0.3%, -17%, ?, -26%, -6%, 13%, -13%
41: COc1ccc(CCC(=O)NNC(=O)c2ccc(OC)cc2)cc1
→ 5%, i, 0.0%, 1%, 1%, -7%, 12%, 3%, -11%
42: CCC(=O)Nc1ccc2c(c1)nc(CN1CCN(C(C)=O)CC1)n2C
→ 5%, ?, 0.1%, 2%, -1%, -7%, -6%, ?, -12%
43: COc1ccc(-c2[nH]ncc2CN(C)CC2CCCCO2)cc1F (stereo not drawn)
→ 4%, i, -0.4%, 53%, 6%, 11%, -21%, -3%, 10%
44: CCOC(=O)C1CCCN(C(=O)CCCn2nc(C)n3c(cc4sccc43)c2=O)C1 (stereo not drawn)
→ -9%, ?, 0.7%, -21%, -6%, -7%, -13%, 10%, 4%
45: CN1CCN(/N=C/c2ccc(OCc3ccccc3)cc2)CC1
→ -13%, i, 5.0%, -23%, -1%, 0%, ., -2%, ?
46: O=C(N/N=C/C=C/c1ccccc1[N+](=O)[O-])c1cc(-c2cccnc2)nc2ccccc12
→ -24%, i, 22%, -42%, 1%, -4%, ., 12%, -10%

Among those listed so far, 8 contain an aryl methoxy group.
The line under a structure holds: TGFb SMAD3 inh, S2 tox, Nrf2 ARE act, HepG2 tox, EPAC2 antagonist, A549 viability, ATXN2 expr inh, MCF10A rerep, Nrf2 inh
2: COc1ccc(OC)c(CCNC(=O)c2ccc(CS(=O)Cc3ccc(Cl)cc3)o2)c1 (stereo not drawn)
→ 9%, i, 0.0%, 6%, 1%, 9%, -1%, 2%, -3%
3: COc1cc(OC)c(OC)cc1/C=N/NC(=O)c1ccc(CSc2nc(C)cc(C)n2)cc1
→ 8%, i, -0.9%, -1%, 4%, -4%, 3%, ?, 3%
16: COc1ccc(C2CCc3cc4c(cc3C2=NOC(C)=O)OCO4)cc1OC (stereo not drawn)
→ -8%, i, 6.5%, -5%, ?, ., ., ., .
19: CCn1cc(C(=O)NCCc2ccc(OC)c(OC)c2)c(=O)c2cc(S(=O)(=O)N3CCc4ccccc4C3)ccc21
→ ?, i, 0.7%, -18%, ., -11%, -9%, ., ?
28: COc1ccc(CCNC(=O)/C=C/c2ccc(S(=O)(=O)N3CCOCC3)cc2)cc1
→ -3%, i, -0.6%, -29%, 3%, 0%, 0%, 8%, ?
39: COc1cc(NC(=O)c2cc3nc(C4CC4)cc(C(F)(F)F)n3n2)c(OC)cc1Cl
→ 4%, i, -0.4%, -14%, -13%, -8%, 0%, 2%, ?
41: COc1ccc(CCC(=O)NNC(=O)c2ccc(OC)cc2)cc1
→ 5%, i, 0.0%, 1%, 1%, -7%, 12%, 3%, -11%
43: COc1ccc(-c2[nH]ncc2CN(C)CC2CCCCO2)cc1F (stereo not drawn)
→ 4%, i, -0.4%, 53%, 6%, 11%, -21%, -3%, 10%
